Screening results from PubChem BioAssay.
FN deposit inh = inhibitors of fibronectin matrix deposition, primary screen, AH1F cells, Alexa488-fibronectin fluorescence, plate reader; AH1F fibroblasts, overnight; inhibition, % at 12.6 µM; 350,000 tested, 0.086% active; AID 743247, 2014;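 active means mean inhibition across replicates of 30% or more, regardless of how many single replicates reach that level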;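 further: positive control wells lacked labelled fibronectin entirely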
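Assay system: AH1F fibroblasts / Quantity: 10000 cells per well / Medium: DMEM plus 2% serum, read in PBS / Reagent: labelled fibronectin 24 nM / Dosing: single dose, pinned / Times: 1 h cell attachment, overnight exposure to compound and label / Signal: fluorescence, ex 485 nm, em 525 nm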
S100A4 inh HTS = inhibitors of S100A4-myosin IIA peptide binding, primary screen, biochemical, fluorescence polarization, TAMRA-MyoIIA peptide; inhibition, % at 10.7 µM; 360,000 tested, 0.14% active;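 active means mean inhibition of at least 70% across replicates, with every replicate also reaching that level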
Target sequence (P26447 whole entry, looked up): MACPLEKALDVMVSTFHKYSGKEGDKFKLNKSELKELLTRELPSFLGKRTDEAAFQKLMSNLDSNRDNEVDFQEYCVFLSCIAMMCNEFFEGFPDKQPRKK
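Test system – S100A4 monomer (human) · Compound – single-point compound testing · Schedule – 5 min incubation before reading · Probe or stimulus – TAMRA-labelled myosin IIA heavy-chain peptide probe, 5 nM · Benchmarks – neutral control DMSO, positive control TFP · Medium – Calcium-containing HEPES buffer, pH 7.2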
RAD52 inh = RAD52 DNA annealing inhibitors, primary screen, biochemical, FRET, single point, set 2; DNA repair protein RAD52 homolog (Homo sapiens), P43351; recombinant RAD52 DNA annealing, FRET fluorescence; inhibition, % at 18.7 µM; 360,000 tested, 0.46% active;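 active means every replicate showing at least 50% inhibition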
Target sequence (P43351 whole entry, looked up): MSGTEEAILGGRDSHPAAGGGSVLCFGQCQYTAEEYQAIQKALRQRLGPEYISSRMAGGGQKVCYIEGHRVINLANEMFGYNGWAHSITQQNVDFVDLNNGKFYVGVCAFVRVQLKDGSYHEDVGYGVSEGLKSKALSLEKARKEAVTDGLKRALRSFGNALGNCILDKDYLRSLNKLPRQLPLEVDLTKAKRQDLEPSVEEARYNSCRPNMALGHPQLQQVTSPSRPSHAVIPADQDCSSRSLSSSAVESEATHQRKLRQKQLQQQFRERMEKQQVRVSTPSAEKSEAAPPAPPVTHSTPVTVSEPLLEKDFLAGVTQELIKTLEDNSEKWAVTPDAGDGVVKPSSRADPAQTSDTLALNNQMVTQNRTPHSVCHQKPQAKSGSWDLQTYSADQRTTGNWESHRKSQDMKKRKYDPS
XiGFP reactiv = activators of inactive X chromosome reactivation, primary screen, imaging, XiGFP fibroblasts, GFP high-content imaging, set 2. 360,000 tested, 0.055% active. activation, % at 7.58 µM. AID 743238, 2013. XiGFP mouse fibroblasts, % GFP-positive cells imaging, 3 d; cells co-treated with 5-aza-dC sensitizer; scaled so ellipticine positive control = 100%;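 active means mean normalized replicate activation at least 10% and every replicate at or above 10%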;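 further: 0% = median of on-plate neutral control wells and 100% = ellipticine 6 µM median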
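Material: XiGFP fibroblasts, SV40-immortalized. Buffer or medium: DMEM plus 5-aza-dC sensitizer. Compound: single concentration per compound, delivered by pin transfer. Times: 3 days compound exposure. Controls: ellipticine 6 µM.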
E-sel inducer = E-selectin induction in HUVECs, primary screen, imaging, HUVEC, immunofluorescence imaging, single point; P16581; normalized: neutral wells 0, TNF-alpha wells 100; activation, % at 7.58 µM; 260,000 tested, 0.37% active; AID 686992, 2013;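 active means mean E-selectin-positive cell signal at least 10% of the positive control, reached in at least 60% of replicates, without over 20% cell loss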;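 further: in these data hits start at about 27%; measured in HUVEC primary endothelial cells; signal is the percent of cells scored E-selectin positive by PE staining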
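material = human umbilical vein endothelial cells (HUVEC), E-selectin induction | quantity = 3,000 cells/well | medium = EGM-2 growth medium on 0.1% gelatin-coated wells | technique = immunofluorescence imaging | read-out basis = % PE-positive cells | control set = TNF-alpha positive control, DMSO neutral control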
EWS-Fli block = EWS/Fli-driven NR0B1 reporter inhibitors, primary screen, A673 cells, NR0B1 luciferase, luminescence, MLPCN library. viability-normalised. inhibition, % at 12.6 µM. 350,000 tested, 0.67% active. AID 651661, 2012;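 active means mean inhibition of at least 50% after viability correction, with every replicate also passing that limit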;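 further: firefly luciferase signal divided by Alamar Blue viability fluorescence both relative to DMSO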
RAD54 inh = inhibitors of human RAD54 branch migration, primary screen, biochemical, fluorescence, single point. inhibition, % at 10.4 µM. AID 602329, 2012. DNA repair and recombination protein RAD54-like (Homo sapiens), Q92698. 360,000 tested, 0.14% active. RAD54 Holliday junction branch migration, FAM/BHQ fluorescence;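 active means mean normalized replicate activity at least 40 and at least half of replicates scoring 40 or more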;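 further: 0% = median of neutral control wells and 100% = median of positive control wells; inhibitors cause a drop in the FAM fluorescence signal; in these data hits start at about 50%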
esBAF inh = Bmi1 luciferase reporter increase in mESCs, primary screen, esBAF inhibitor project, mouse ES cells, Bmi1 luciferase knock-in, single point | reporter increase, % at 12.5 µM | 24 h; 100% = twice the neutral-well signal | 350,000 tested, 2% active; in the data active means activation above about 40%;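 further: 0% = median of the plate's neutral control wells and 100% = double that signal; a rise in the Bmi1 reporter signal indicates esBAF inhibition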
Active calls of the source: *; . = not tested or not shown; & = joins results of further samples.

canonical_smiles,FN deposit inh,S100A4 inh HTS,RAD52 inh,XiGFP reactiv,E-sel inducer,EWS-Fli block,RAD54 inh,esBAF inh
C[C@H](CO)N1C[C@H](C)[C@H](CN(C)S(=O)(=O)c2ccc(F)cc2)OCCCC[C@H](C)Oc2ccc(NS(=O)(=O)c3ccc(F)cc3)cc2C1=O,-2,.,.,0.0,-0.3,23,-12,2
Cc1cccc(NC(=O)COC(=O)c2c(-c3ccccc3)noc2C)c1,15,3,-42,0.2,.,3,4,10
Cc1nn(CC(=O)OCC(=O)NCCc2ccc(S(N)(=O)=O)cc2)c(C)c1[N+](=O)[O-],11,-5,0,0.0,.,-2,1,-6
CC(Sc1nnc(N)s1)C(=O)Nc1ccc2c(c1)OCO2 (stereo not given),-3,-9,0,0.0,0.0,-1,10,15
O=Cc1ccc(OCc2cn3ccccc3n2)cc1,0,-3,-6,-0.1,.,-22,-1,-12
COc1ccc(C(C)(O)c2nc(-c3csc4ccccc34)cs2)cc1 (stereo not given),13,-10,-6,-0.2,0.5,38,9,10
Cc1cccc(-c2cnc(C(O)c3ccc(-c4ccccc4)cc3)[nH]2)c1 (stereo not given),-2,-19,-26,-0.1,0.0,4,12,.
CNC[C@@H]1OCCCC[C@@H](C)Oc2ccc(NS(C)(=O)=O)cc2C(=O)N([C@H](C)CO)C[C@H]1C,.,-19,-82,-1.1,2.0,-2,-4,-7
C[C@@H]1CN([C@@H](C)CO)C(=O)Cc2cc(NC(=O)Nc3cccc4ccccc34)ccc2O[C@H]1CN(C)Cc1ccc(-c2ccccc2)cc1,.,7,10,0.1,3.2,5,.,-5
COCC(=O)Nc1ccc2c(c1)C(=O)N(C)C[C@@H](OC)[C@@H](C)CN(C)[C@H](C)CO2,5,5,-2,0.1,-0.1,3,-9,0
CCOC(=O)N1CCN(C(=S)Nc2ccc(C)c(C)c2)CC1,-4,.,.,0.1,-1.4,.,11,15
CCOC(=O)CN1C(=O)N(CC(=O)OCC)C(c2ccccc2)(c2ccccc2)C1=O,3,-5,8,0.1,-0.1,23,-6,3
COc1ccccc1NC(=S)NCc1ccc2c(c1)OCO2,-4,0,-10,0.1,.,6,6,4
CC1CCCN(CCCNC(=O)c2cn(C)c3ccc(S(=O)(=O)N(C)C4CCCCC4)cc3c2=O)C1 (stereo not given),2,1,-7,0.0,.,5,-5,-3
Cc1csc(NC(=O)Cc2ccc(Cl)cc2)n1,-1,1,-10,0.1,.,-27,-7,34
CC(C)NC(=O)N(C)C[C@H]1OCCCC[C@@H](C)Oc2ccc(NC(=O)c3ccncc3)cc2C(=O)N([C@H](C)CO)C[C@@H]1C,-3,-27,-6,0.0,1.1,-8,5,1
C[C@@H]1CN([C@H](C)CO)C(=O)c2cc(C#CC3(O)CCCC3)cnc2O[C@H]1CN(C)Cc1ccncc1,.,2,-21,-0.1,0.6,2,3,-3
O=C(/C=C/c1ccccc1)N1CCN(CCN2C(=O)c3cccc4cccc(c34)C2=O)CC1,2,23,-4,0.0,1.8,2,.,.
CCCNC(=S)N1CC2(C)CN(C(=O)C(=O)OC)CC(C)(C1)C2=O,0,4,-5,0.1,.,6,.,.
O=C(COC(=O)c1ccc(Cl)nc1)Nc1ccccc1OC(F)F,1,-4,-20,0.6,0.2,5,.,.
COc1ccc(CN2C[C@@H](O)COC[C@@H]3O[C@H](CC(=O)N4CCc5ccccc5C4)CC[C@H]32)cc1,-5,2,-4,0.0,0.0,-12,3,21
Cc1cc(C)cc(NC(=O)CN2CCN(c3ncccn3)CC2)c1,.,-4,-3,.,.,4,-5,-12
O=C(O)c1ccccc1NS(=O)(=O)c1ccc(NN=Cc2ccccc2F)c([N+](=O)[O-])c1,1,0,-15,0.1,1.0,-1,-3,-6
COC(=O)c1ccc(C)c(NC(=O)c2ccc(Cl)c([N+](=O)[O-])c2)c1,1,.,.,0.4,.,.,0,-1

A different layout for 4 compounds above:
CCCNC(=S)N1CC2(C)CN(C(=O)C(=O)OC)CC(C)(C1)C2=O
  FN deposit inh: 0
  S100A4 inh HTS: 4
  RAD52 inh: -5
  XiGFP reactiv: 0.1
  E-sel inducer: .
  EWS-Fli block: 6
  RAD54 inh: .
  esBAF inh: .
O=C(COC(=O)c1ccc(Cl)nc1)Nc1ccccc1OC(F)F
  FN deposit inh: 1
  S100A4 inh HTS: -4
  RAD52 inh: -20
  XiGFP reactiv: 0.6
  E-sel inducer: 0.2
  EWS-Fli block: 5
  RAD54 inh: .
  esBAF inh: .
COc1ccc(CN2C[C@@H](O)COC[C@@H]3O[C@H](CC(=O)N4CCc5ccccc5C4)CC[C@H]32)cc1
  FN deposit inh: -5
  S100A4 inh HTS: 2
  RAD52 inh: -4
  XiGFP reactiv: 0.0
  E-sel inducer: 0.0
  EWS-Fli block: -12
  RAD54 inh: 3
  esBAF inh: 21
Cc1cc(C)cc(NC(=O)CN2CCN(c3ncccn3)CC2)c1
  FN deposit inh: .
  S100A4 inh HTS: -4
  RAD52 inh: -3
  XiGFP reactiv: .
  E-sel inducer: .
  EWS-Fli block: 4
  RAD54 inh: -5
  esBAF inh: -12

The listing continues:
canonical_smiles,FN deposit inh,S100A4 inh HTS,RAD52 inh,XiGFP reactiv,E-sel inducer,EWS-Fli block,RAD54 inh,esBAF inh
C[C@H]1CN([C@@H](C)CO)C(=O)c2cc(NC(=O)Nc3ccc4c(c3)OCO4)ccc2O[C@H]1CN(C)C(=O)NC1CCCCC1,.,6,13,-0.1,0.0,0,-7,-5
COc1cccc(CC(NC(C)=O)C(=O)NC2CCN(C(=O)c3ccc(Cl)cc3)CC2)c1OC (stereo not given),4,0,-4,0.1,-0.1,-1,5,-7
CN(c1ccccc1)S(=O)(=O)c1ccc(Cl)c(C(=O)Nc2ccccc2N2CCOCC2)c1,9,1,1,0.1,-0.3,16,8,5
Cc1ccc(C)n1-c1cccc(S(=O)(=O)N2CCOCC2)c1,-1,-8,-107,0.0,.,6,.,.
O=C(NCc1ccco1)c1ccc(COc2cccc3ccccc23)cc1,-9,3,-18,-0.2,-0.1,-4,-6,19
CC(=O)N(C)c1ccc(NS(=O)(=O)c2cccc3nsnc23)cc1,-13,-27,-8,0.1,.,2,-1,2
COc1ccc2oc(C(=O)OCC(=O)NCc3ccccc3OC)c(C)c2c1,-2,-1,-2,0.1,-2.4,-5,5,7
CCCc1cc(=O)oc2cc(OC3CCCCC3=O)ccc12 (stereo not given),5,3,4,0.0,0.4,-4,0,15
CC(C)NC(=O)Nc1cccc2c1O[C@H](CN(C)S(=O)(=O)c1ccc(F)cc1)[C@H](C)CN([C@H](C)CO)C2=O,2,-5,-2,0.8,-0.2,-2,-8,-2
O=C(NCCN1CCCC1)[C@H]1N[C@H]2c3ccc(-c4ccccc4)c(=O)n3C[C@H]2[C@@H]1CO,.,1,-3,0.0,-0.3,-4,-10,1
Cc1ccnc2nc(C(=O)OCC(=O)c3ccccc3)nn12,-3,-9,-25,-0.1,-0.4,9,-10,.
COc1ccc(-c2cccc3c4c([nH]c23)[C@@H]2C[C@H]3[C@@H](C(=O)N2CC4)[C@H](C)ON3C)cc1,3,-7,-4,0.2,0.0,1,.,.
COc1cccc(CN(C)CCCn2cnc3c(SC)ncnc32)c1,2,-2,-3,0.1,0.1,1,-9,-2
Oc1ccc(C[C@H]2CNC(=S)N2CC2CCCN2C[C@H](Cc2ccccc2)N2C[C@H](Cc3ccc(O)cc3)N(CC3CCCCC3)C2=S)cc1 (stereo not given in full),-3,-2,-25,0.1,-0.1,21,-11,-3
CCO[C@@H]1OC(C(=O)N2CCN(C)CC2)=C[C@H](c2ccccc2)[C@H]1CCCO,.,12,16,.,.,7,-8,.
Cc1ccc(-c2cnc3c(c2)C(=O)N([C@@H](C)CO)C[C@@H](C)[C@H](CN(C)C(=O)CN(C)C)O3)cc1,.,-10,-3,-0.8,-0.1,-27,-10,-2
O=c1cc(N2CCc3ccccc32)[nH]c(=O)n1-c1ccc(Br)cc1,-2,-3,-31,0.1,0.0,4,-5,-8
O=C(c1ccc(Cl)c(S(=O)(=O)N2CCCCCC2)c1)N1CCOCC1,-5,6,2,0.1,.,-2,4,4
Cc1cc(C(F)(F)F)nc(SCC(=O)NC2CCCCC2)n1,6,-4,-12,0.3,0.0,-8,7,2
O=S(=O)(c1ccccc1)N1[C@@H]2CNC[C@H]1C2c1ccc(-c2cccnc2)cc1 (stereo not given in full),2&-5,3&-3,-9&-3,0.0&0.0,0.0&0.0,39,.,.
C[C@H](CO)N1C[C@H](C)[C@H](CN(C)S(=O)(=O)c2cn(C)cn2)Oc2ncc(Br)cc2C1=O,-3,1,-4,-0.7,-0.5,-5,-15,-2
CN1CCN(C(=O)C[C@@H]2CC[C@H]3[C@@H](COC[C@H](O)CN3C(=O)Nc3cc(Cl)cc(Cl)c3)O2)CC1,0,-6,19,0.1,0.0,-5,4,0
O=C(Nc1cccs1)Nc1nnc([C@@H]2C[C@H](O)[C@@H](CO)O2)s1,17,-5,-16,0.0,3.8,-22,0,7
COc1cccc(OC)c1C(=O)OCC(=O)N1CCC(Cc2ccccc2)CC1,.,-6,-16,-0.1,0.6,7,1,4
Cc1cc(C)c(CN2CCN(C(=O)Cn3cc(C)c(=O)[nH]c3=O)CC2)c(C)c1,-4,-6,-7,0.1,0.9,-1,.,.
Cn1cc(/C=C(\NC(=O)c2ccccc2)C(=O)NCCN2CCOCC2)c2ccccc21,-3,0,-34,0.2,0.7,.,-22,0
CCC(=O)Nc1ccc(C2C(=O)c3ccccc3C2=O)cc1,1,2,-4,0.0,.,-50,-3,-4
COc1ccc(S(=O)(=O)N(C)C[C@@H]2Oc3ncc(C#Cc4ccc(C(F)(F)F)cc4)cc3C(=O)N([C@H](C)CO)C[C@@H]2C)cc1,4,-79,-20,-1.3,-0.2,13,-3,-3
O=C(C[C@H]1CC[C@@H]2[C@H](COC[C@H](O)CN2C(=O)Nc2ccccc2)O1)NC1Cc2ccccc2C1,-3,1,8,0.2,-0.1,-15,-5,4

Profiles from above. Values in the order: FN deposit inh, S100A4 inh HTS, RAD52 inh, XiGFP reactiv, E-sel inducer, EWS-Fli block, RAD54 inh, esBAF inh
`O=C(C[C@H]1CC[C@@H]2[C@H](COC[C@H](O)CN2C(=O)Nc2ccccc2)O1)NC1Cc2ccccc2C1` in the list: -3, 1, 8, 0.2, -0.1, -15, -5, 4
`COc1ccc(S(=O)(=O)N(C)C[C@@H]2Oc3ncc(C#Cc4ccc(C(F)(F)F)cc4)cc3C(=O)N([C@H](C)CO)C[C@@H]2C)cc1` in the list: 4, -79, -20, -1.3, -0.2, 13, -3, -3
